Assay outcomes (PubChem BioAssay)
ABHD5-PLIN5 inh: ABHD5-PLIN5 interaction inhibitors, primary screen, cell lysate, split luciferase complementation, luminescence | actives 0.78% (n = 360,000) | inhibition, % at 4 µM | Split G. princeps luciferase complementation, 4 h | Perilipin-5 (Homo sapiens) + 1-acylglycerol-3-phosphate O-acyltransferase ABHD5 (Homo …;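 active = inhibition above the mean inhibition across every tested compound plus 3 SD, cut at about 22% in these data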;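 note: 0% = DMSO only wells and the 100% control is not disclosed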
MC4R antagonist: MC4R antagonists of cAMP signaling, primary screen, cell-based, TR-FRET, antagonist arm of biased-ligand search | AID 540295, 2011 | MC4R-expressing cells, MTII-stimulated cAMP, LANCE TR-FRET | inhibition, % at 6.5 µM | actives 0.48% (n = 360,000) | Melanocortin receptor 4 (Homo sapiens), P32245;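 active = inhibition above its plate's cutoff, the mean of tested wells on that plate plus 3 SD, cut at about 29% in these data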;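 note: 0% = Melanotan II alone and 100% = Melanotan II plus saturating MCL0020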
Target sequence (P32245 whole entry, looked up): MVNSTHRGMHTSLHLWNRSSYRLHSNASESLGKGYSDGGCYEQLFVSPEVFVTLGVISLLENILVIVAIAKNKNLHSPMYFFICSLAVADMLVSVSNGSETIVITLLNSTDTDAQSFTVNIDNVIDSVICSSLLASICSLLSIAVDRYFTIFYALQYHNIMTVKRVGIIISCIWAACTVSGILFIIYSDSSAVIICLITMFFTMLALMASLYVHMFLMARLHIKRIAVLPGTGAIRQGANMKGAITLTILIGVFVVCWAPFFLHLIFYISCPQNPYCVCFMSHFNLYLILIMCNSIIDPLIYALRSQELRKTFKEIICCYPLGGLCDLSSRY
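Assay system: U2OS cells stably expressing human melanocortin 4 receptor (MC4R) / Dosing: 6.5 µM / Timing: compound 30 min, challenge 1 h, detection 1 h / Measured by: Eu-cAMP/anti-cAMP TR-FRET, emission 671 nm / Replicates: singlicate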
Granule exo inh: LAMP-1 surface exposure blockers, TALL-104 cells – cell-based, flow cytometry, MLPCN library, primary screen; TALL-104 LAMP-1 surface exposure; cells stimulated with thapsigargin and PMA; inhibition, % at 10 µM; actives 0.66% (n = 360,000);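 active = inhibition above about 55%, limit read from the data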
Cardio protect: cardioprotection against H2O2-induced cell death, primary screen, uHTS, H9c2 cells, ATPLite luminescence; H9c2 cardiomyocytes, H2O2 injury protection, 2 h; actives 0.63% (n = 360,000); protection from H2O2 cell death, % at 20 µM;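 active = compounds giving at least 50% protection of heart cells from peroxide-induced death in the single-dose screen, raw or plate-pattern-corrected value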;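 note: 0% = DMSO wells with peroxide and 100% = DMSO wells without peroxide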
CaV13 ICDI inh: Disruptors of the CACNA1D IQ motif to Ca2+-dependent inactivation inhibitor domain association, primary screening, Förster resonance energy transfer in intact living …; HEK cells, CFP/YFP FRET ICDI-IQ, plate reader, 10 min; percent FRET-ratio fall versus neutral wells; inhibition, % at 12.3 µM; actives 0.098% (n = 340,000);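 active = mean replicate inhibition of at least 30% and at least 1% of replicates passing that level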;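 note: 0% = median of the neutral control wells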
m5-HT2A agonist: mouse Htr2a agonists via beta-arrestin recruitment, primary screen, cell-based, luminescence; 5-hydroxytryptamine receptor 2A (Mus musculus), P35363; CHO-K1 mHTR2A beta-arrestin complementation; percent of 30 µM serotonin response; actives 0.66% (n = 360,000); activation, % at 7.6 µM; AID 624169, 2012;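 active = activation above a run cutoff, the mean activation of all tested compounds plus 3 SD, cut at about 14% in these data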;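 note: 0% = plate median of compound wells and 100% = 30 µM serotonin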
MC4R ag barr: MC4R agonists recruiting beta-arrestin, primary screen, cell-based, luminescence, agonist arm of biased-ligand search; Melanocortin receptor 4 (Homo sapiens), P32245; U2OS MC4R beta-arrestin complementation; percent of melanotan II response, DMSO zero; activation, % at 8.9 µM; actives 0.98% (n = 360,000);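 active = activation above a per-plate cutoff, the mean activation of sample wells on that plate plus 3 SD, cut at about 8% in these data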
Glyco luc inh: increase of ERlucT glycosylation luciferase signal, primary screen, N-linked glycosylation inhibitor project, D54 ERlucT cells, luminescence, set 2; D54 ERlucT glycosylation luciferase reporter, 24 h; percent of 100 nM tunicamycin response; reporter increase, % at 12.5 µM; actives 0.23% (n = 360,000); AID 588692, 2011;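 active = mean luciferase reporter signal, scaled so untreated is 0 and the glycosylation-blocking control 100, at or above a set limit in every replicate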;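 note: luciferase carries N-glycosylation sites so blocking glycosylation raises the light; 0% = median of neutral control wells and 100% = median of 100 nM tunicamycin wells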
ABCB6 inh MLPCN: ABCB6 transporter inhibitors, primary screen, K562-ABCB6 cells, flow cytometry, MLPCN library; ATP-binding cassette sub-family B member 6 (Homo sapiens), Q9NP58; K562-ABCB6 porphyrin accumulation, 1 h; hits give low values; actives 0.19% (n = 360,000); fluorescence ratio to DMSO, % at 10 µM; AID 602162, 2011;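 active = fluorescence ratio to DMSO below 75%, the collection mean minus 3 SD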;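 note: signal is porphyrin accumulated inside mitochondria; 100% equals median channel fluorescence of DMSO control wells; lower ratio means ABCB6 inhibition with less porphyrin fluorescence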
PDI turbidity: inhibitors of human PDI, primary screen, biochemical, turbidity, single point, plate reader; Protein disulfide-isomerase (Homo sapiens), P07237; PDI insulin aggregation turbidity, A650, 90 min; inhibition, % at 10 µM; actives 0.052% (n = 350,000); AID 588391, 2011;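 active = mean inhibition across replicates of 30% or more, whatever share of single replicates reach that level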;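 note: absorbance from insulin aggregation driven by PDI reduction with DTT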
Target sequence (P07237 whole entry, looked up): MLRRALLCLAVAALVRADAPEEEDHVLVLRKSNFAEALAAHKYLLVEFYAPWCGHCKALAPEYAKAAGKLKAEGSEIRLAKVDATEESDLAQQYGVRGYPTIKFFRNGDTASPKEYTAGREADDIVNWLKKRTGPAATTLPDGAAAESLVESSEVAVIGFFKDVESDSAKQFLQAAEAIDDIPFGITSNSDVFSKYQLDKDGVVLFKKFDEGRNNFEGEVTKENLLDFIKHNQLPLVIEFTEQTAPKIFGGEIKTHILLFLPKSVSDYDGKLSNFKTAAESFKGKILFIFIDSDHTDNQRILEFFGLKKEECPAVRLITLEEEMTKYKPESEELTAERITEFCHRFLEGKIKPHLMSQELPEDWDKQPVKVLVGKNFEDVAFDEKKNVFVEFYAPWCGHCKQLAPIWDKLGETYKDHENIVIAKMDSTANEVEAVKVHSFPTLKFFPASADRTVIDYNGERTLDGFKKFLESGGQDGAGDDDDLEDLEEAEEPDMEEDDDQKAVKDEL
Numbers without * were called inactive; / = not tested or not shown. Compounds were not picked by outcome; about 4.2% have a hit in one of these screens.

SMILES | ABHD5-PLIN5 inh | MC4R antagonist | Granule exo inh | Cardio protect | CaV13 ICDI inh | m5-HT2A agonist | MC4R ag barr | Glyco luc inh | ABCB6 inh MLPCN | PDI turbidity
O=C1CCN(Cc2ccc([N+](=O)[O-])cc2)CCN1[C@H](CO)Cc1ccccc1 | -7 | 3 | 3 | 0 | -6 | -2 | -0.6 | -2 | 98 | -1
CCC1(c2ccc(F)cc2)NC(=O)N(CC(=O)Nc2cc(C)on2)C1=O (centres undefined) | -2 | 0 | -2 | 7 | -3 | -6 | -3.0 | 2 | 90 | 1
CCOC(=O)CSc1nc2cccnc2n1C | -4 | 3 | -2 | -3 | -1 | -1 | 1.1 | 6 | 95 | 8
COCC(C)n1c(C)cc(C(=O)COC(=O)c2cc(=O)[nH]c3ccccc23)c1C (centres undefined) | -1 | -2 | 1 | -21 | -1 | 8 | 0.7 | -19 | 96 | -7
CCOc1ccc(-n2c(SCC(=O)Nc3ccc4c(c3)OCO4)nc3ccccc3c2=O)cc1 | 7 | 1 | -3 | 9 | -5 | -1 | -0.4 | -5 | 77 | 2
N#Cc1nc(COc2ccccc2)oc1N1CCCCCC1 | -9 | 9 | 6 | 8 | -6 | -6 | -1.1 | -1 | 103 | -10
O=C(c1nc2ccccn2c1CNCCOc1cccnc1)N1CCOCC1 | 1 | -3 | 1 | 0 | -12 | -2 | -2.0 | 0 | 100 | -7
COc1ccc(CC(=O)NCc2ccc3c(c2)OCO3)cc1 | 3 | 0 | -2 | 6 | 1 | -1 | 2.4 | 3 | 81 | 3
CCOC(=O)c1c(C)oc2ccc(OCC(N)=O)cc12 | 4 | 3 | 1 | -1 | -5 | 7 | -0.6 | 5 | 95 | 19
CCOC(=O)C1=C(C)Nc2nnnn2C1c1cccc(OC)c1OC (centres undefined) | -2 | 1 | 0 | 0 | -4 | 2 | -1.1 | 0 | 96 | 0
Cc1ccc(S(=O)(=O)N2CCOCC2)cc1NC(=O)COC(=O)COc1ccc(C#N)cc1 | 3 | 9 | 0 | -2 | -7 | 4 | -0.8 | 1 | 100 | 1
CC[C@@H](NC(=O)[C@H](Cc1ccccc1)NC(=O)CC[C@H]1O[C@@H](n2ccc(=O)[nH]c2=O)[C@H](O)[C@@H]1O)c1ccccc1 | -5 | / | -2 | 7 | -8 | -1 | / | 2 | 98 | /
Cc1ccc(-c2cc(-c3ccccc3[N+](=O)[O-])[nH]n2)c(O)c1 | 3 | 10 | -2 | -14 | -8 | -6 | 3.8 | -3 | 102 | -1
CN(CCOc1ccccc1)C(=O)C1CCN(C(=O)c2ccc(Cl)cc2)CC1 | -9 | 9 | 4 | 2 | -6 | -2 | 0.4 | 6 | 99 | 4
CCN(CC(=O)NCc1cccs1)C(=O)c1cc(Br)ccc1O | -2 | -5 | 4 | 5 | -3 | -2 | -0.8 | 0 | 91 | 3
Cc1cccc(C(=O)NCCCN2CCCC2=O)c1 | 3 | -1 | -1 | 4 | / | 10 | -2.2 | 2 | 97 | 2
CS(=O)(=O)NNC(=O)c1csc(Cc2c(Cl)sc3ccc(Cl)cc23)n1 | 0 | 0 | -3 | -7 | -3 | 3 | -0.5 | 1 | 101 | -2
O=C(NCC(=O)N1CCN(Cc2ccccc2)CC1)c1cccs1 | 3 | -4 | -1 | 0 | -4 | 2 | 0.6 | -5 | 95 | 3
CN(Cc1ccccc1)S(=O)(=O)CCNC(=O)c1ccc2c(c1)OCO2 | 0 | 15 | 0 | 0 | -3 | 4 | -1.0 | 1 | 93 | -5
Cc1cc(NC(=O)/C(C#N)=C/c2ccc(-c3ccc(SC(F)F)cc3)o2)n(-c2ccccc2)n1 | 2 | 36* | 7 | 6 | -34 | 1 | -2.4 | -1 | 113 | 0
Clc1cccc(CN2CCSCC2)c1 | 3 | 9 | 6 | 1 | -19 | 7 | 1.6 | 1 | 98 | 5
Cc1ccc(C)c(N(CC(=O)N2CCCCCC2)S(C)(=O)=O)c1 | 1 | 3 | -2 | 9 | -22 | 0 | -1.2 | 0 | 99 | -44
O=C(O)CCCn1c(=S)[nH]c2c(sc3ccc([N+](=O)[O-])cc32)c1=O | 5 | 3 | 0 | 5 | -5 | -4 | -2.4 | 1 | 98 | -2
Cc1c(CCC(=O)NCCCn2ccnc2)c(=O)oc2cc3oc4c(c3cc12)CCCC4 | 5 | -1 | -4 | -5 | / | -1 | 1.3 | -2 | 94 | /
Cc1ccc(NC(=O)COC(=O)CCC2CCCC2)cc1S(=O)(=O)N1CCOCC1 | 4 | -2 | -1 | 1 | -6 | -2 | 3.0 | 0 | 96 | 1
CN(C(=O)c1cccc(C#N)c1)c1nnc(-c2ccncc2)s1 | -1 | 2 | 3 | 2 | -5 | -2 | -2.5 | 1 | 103 | -2
CC1CN(C(=O)c2ccc(NS(=O)(=O)c3ccc(F)c(F)c3)cc2)CC(C)O1 (centres undefined) | 7 | 6 | 0 | 0 | -6 | 1 | -1.7 | 1 | 100 | 4
O=C(NCCCN1CCc2ccccc2C1)Nc1ccc(Br)cc1 | 16 | 7 | 0 | 7 | -3 | 4 | 0.4 | -2 | 90 | 6
CCOC(=O)N1CCC(NC(=O)c2oc3c(C)c(C)ccc3c2C)CC1 | -3 | -3 | 3 | 2 | -6 | 0 | -1.4 | 2 | 94 | 4
COc1ccc(CCN(C)Cc2ccc(C(=O)Nc3ccccc3)cc2)cc1OC | 11 | 3 | 7 | -3 | -6 | -10 | -1.0 | -2 | 92 | -7
Cc1ccc(C)c(NC(=O)COC(=O)c2ccc3c(c2)OCO3)c1 | -2 | 0 | 2 | -5 | -6 | -1 | -0.6 | 0 | 104 | 8
Cc1ccc([N+](=O)[O-])cc1-c1ccc(/C=N/NC(=O)CN2CCOCC2)o1 | 1 | -15 | 5 | 15 | 2 | -1 | -1.5 | 1 | 91 | 0
CCn1c(C)nc2cc(C(=O)NNC(=O)c3ccc(C)cc3)ccc21 | 1 | -2 | 14 | 2 | -5 | 4 | -0.8 | -5 | 107 | -12
O=C(/C=C/c1ccccc1)Nc1ccc(S(=O)(=O)N2CCOCC2)cc1 | 3 | 13 | -1 | 1 | -6 | 5 | 0.0 | -1 | 98 | -1
C=C(C)Cn1c(C2CC(=O)N(Cc3ccccc3)C2)nc2ccccc21 (centres undefined) | 3 | 12 | -4 | 27 | -7 | -1 | -0.6 | 0 | 97 | 7
Cc1ccc(-c2nnn(CC(=O)NCC3COCCO3)n2)o1 (centres undefined) | -1 | 11 | 8 | 9 | -4 | 0 | -1.4 | 1 | 96 | -1
COc1cc(/C=N/NS(=O)(=O)c2ccc(C(C)(C)C)cc2)cc([N+](=O)[O-])c1O | -1 | 9 | -3 | -3 | -6 | -2 | -0.6 | 1 | 104 | 13
CC1CCC(N2CCN(C(=O)c3ccccc3F)CC2)CC1 (centres undefined) | 2 | 2 | -14 | 1 | -5 | 1 | -2.1 | 2 | 101 | 2
CCOC(=O)c1cnn(Cc2ccc(C)cc2)c1N | 2 | 9 | -1 | -4 | -7 | 1 | -1.1 | -2 | 96 | -6
O=C(Nc1ccccc1C(=O)N1CCCCCC1)c1ccccc1Cl | -6 | 3 | 2 | 10 | -7 | -5 | -2.1 | -1 | 99 | 4
COc1ccc(NC(=O)Nc2cnccn2)cc1 | -1 | -10 | -1 | -1 | -4 | -3 | -2.5 | -1 | 87 | -1
O=S(=O)(NCc1ccccn1)c1ccc(Br)s1 | 1 | -8 | -2 | 0 | -3 | -3 | 0.1 | -1 | 87 | 2
O=C(O)c1ccccc1OCC1CCCO1 (centres undefined) | -1 | 1 | 2 | -5 | -2 | -4 | -2.4 | 5 | 86 | -9
O=C(Nc1ccc(N2CCCC2)c(Cl)c1)c1ccco1 | 1 | -6 | -3 | -15 | -5 | -4 | 0.7 | -12 | 112 | 2
Cc1ccc(CN2CCNC(=O)C2CC(=O)N(C)C(C2CC2)C2CC2)o1 (centres undefined) | 10 | 0 | 0 | -2 | -3 | -1 | 0.5 | 0 | 100 | -3
CCOP(=O)(NC12CC3CC(CC(C3)C1)C2)NC12CC3CC(CC(C3)C1)C2 | -1 | 12 | 18 | 2 | -4 | -1 | -1.1 | -6 | 95 | -3
CC1(C)CN(c2cccc(C#N)c2)C1=O | -5 | -3 | 0 | 6 | 2 | -4 | -0.1 | 2 | 99 | -3
O=C(Cc1cccc2ccccc12)N/N=C1\CCCc2ccccc21 | -5 | 7 | -1 | -11 | -4 | -3 | 6.3 | -1 | 99 | -6
Cc1ccccc1NC(=S)NCC1CCN(C(C)c2ccccc2)C1 (centres undefined) | 1 | 4 | -3 | 10 | -3 | -6 | 0.6 | -1 | 95 | 4
O=C(CN1CCN(c2ccccn2)CC1)Nc1cc(C(F)(F)F)ccc1Cl | -7 | 3 | 7 | -16 | 0 | -2 | 2.9 | -2 | 96 | -3

An excerpt from above, reduced to ABHD5-PLIN5 inh and MC4R ag barr.
SMILES	ABHD5-PLIN5 inh	MC4R ag barr
O=C(O)c1ccccc1OCC1CCCO1 (centres undefined)	-1	-2.4
O=C(Nc1ccc(N2CCCC2)c(Cl)c1)c1ccco1	1	0.7

Next part:
SMILES | ABHD5-PLIN5 inh | MC4R antagonist | Granule exo inh | Cardio protect | CaV13 ICDI inh | m5-HT2A agonist | MC4R ag barr | Glyco luc inh | ABCB6 inh MLPCN | PDI turbidity
Cc1csc(NC(=O)COCC(=O)O)c1-c1nc2ccccc2s1 | 4 | 0 | 0 | -1 | -16 | 2 | 1.7 | 3 | 98 | -1
Cc1ccc2c(c1)N(CC(=O)NC1CCC(C)CC1)C(=O)c1cccnc1O2 (centres undefined) | 7 | 1 | 1 | 4 | -11 | 5 | -0.8 | -1 | 103 | /
CC(C)(C)OC(=O)N(CCc1ccccc1)Cc1cccc(OCc2cccc(NC(=O)C3CCCC3)c2)c1 | 2 | 12 | 0 | 3 | -4 | -2 | 1.4 | -4 | 100 | 2
Cc1cc(OC(C(=O)O)c2ccccc2)c2c(C)c(Cc3ccccc3)c(=O)oc2c1 (centres undefined) | -3 | 15 | 9 | 3 | 9 | 0 | 2.6 | -1 | 105 | 8
